# rTrxR1 inhibitor: blocks rat thioredoxin reductase 1; AID 588453; Potency, µM (doses to about 114 µM), inactives show at the highest dose activity change, negative = inhibition, most hits filed as inhibitors; recombinant rTrxR1, NADPH fluorescence consumption, selenite substrate; 390,000 compounds, 1% hits; O89049; also: potency is read from the fitted curve at half-maximal effect; % is scaled to controls: 0 for no effect and ±100 for the full control effect; nearly all actives have a fitted effect of over 65% in size
#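 Rat TrxR1 (90 nM in the dispensed reagent) was pre-reduced with 400 uM NADPH for 5 min at room temperature, then incubated with compound for 15 min. After 400 uM selenite was added, NADPH fluorescence (Ex 340/Em 450 nm) was followed for 8 min.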
# TRHR ag: TRH receptor (human) agonism | P34981 | TRHR cells, calcium flux fluo-8, FDSS agonist mode | activation, % at 2 µM | 360,000 compounds, 0.18% hits; in the data active = activation above about 30%; also: 0% is about no effect
#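 Fluo-8-loaded TRHR cells; 10 s baseline, compound added, kinetic Ca2+ fluorescence read 1/s, agonist mode.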
# USP1 inh: USP1/UAF1 (human) deubiquitinase inhibition; O94782; recombinant USP1/UAF1, Ub-Rhodamine cleavage fluorescence; Potency, µM (series often up to 57.1 µM), for inactives: at the highest dose activity change, negative = inhibition, usual class: inhibitors; 390,000 compounds, 0.23% hits; AID 743255; also: potency is read from the fitted curve at half-maximal effect; % is scaled to controls: 0 for no effect and ±100 for the full control effect; nearly all actives have a fitted effect of over 60% in size; inactives centre near -12
#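 In this screen, compounds sit with the deubiquitinase complex (1nM) for 15 min at room temperature before Ub-Rho is added at 150nM final. Fluorescence rise is then followed for 6 reads every 60 seconds.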
# IDH1 R132H inh: inhibitors of human mutant IDH1 R132H. Potency, µM (series often up to 76.6 µM), inactives show at the top dose activity change, negative = inhibition, most hits filed as inhibitors. IDH1-R132H enzyme, NADPH consumption, diaphorase/resazurin fluorescence. O75874. 390,000 compounds, 0.093% hits. AID 602179; also: potency is read from the fitted curve at half-maximal effect; % is scaled to controls: 0 for no effect and ±100 for the full control effect; nearly all actives have a fitted effect of over 65% in size
# Target sequence (O75874 whole entry R132H, stated change not applied): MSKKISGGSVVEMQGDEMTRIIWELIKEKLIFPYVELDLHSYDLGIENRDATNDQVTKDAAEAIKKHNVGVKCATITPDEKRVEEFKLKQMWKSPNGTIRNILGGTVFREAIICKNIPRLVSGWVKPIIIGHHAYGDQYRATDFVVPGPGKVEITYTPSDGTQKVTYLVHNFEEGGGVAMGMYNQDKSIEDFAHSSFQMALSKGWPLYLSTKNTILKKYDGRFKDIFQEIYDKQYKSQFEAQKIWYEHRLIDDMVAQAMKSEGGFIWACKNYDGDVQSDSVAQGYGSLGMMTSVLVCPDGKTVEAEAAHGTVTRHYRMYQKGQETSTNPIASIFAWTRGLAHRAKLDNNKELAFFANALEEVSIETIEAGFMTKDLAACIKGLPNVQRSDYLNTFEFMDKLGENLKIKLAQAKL
#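 IDH1-R132H (0.5 ug/mL) preincubated 30 min with compound, then NADPH (0.016 mM) and alpha-KG (2 mM) added; 80 min at RT, pH 7.5. Remaining NADPH coupled via diaphorase/resazurin to fluorescence (540/590 nm); concentration-response curves normalized to no-enzyme control.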
# TrxR1 substrate: is turned over as a substrate by rat TrxR1 | O89049 | purified TrxR1 substrate turnover, NADPH consumption readout | Potency, µM (titrated, usually from 114 µM), for inactives: at the top dose activity change, negative = substrate turnover | 390,000 compounds, 0.01% hits | AID 588456; also: potency is read from the fitted curve at half-maximal effect; % is scaled to controls: 0 for no effect and ±100 for the full control effect; nearly all actives have a fitted effect of over 50% in size
#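 Rat TrxR1, dispensed at 90 nM, was prereduced with 400 uM NADPH (final) for 5 min at ~22 deg C, then incubated with compound 15 min before 400 uM selenite. A first-read NADPH fluorescence drop versus no-compound background flagged substrates.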
# D2 antag: antagonizes the human D2 dopamine receptor | P14416 | HEK293 TREx D2 cells, calcium flux, dopamine EC80 | inhibition, % at 10 µM | 340,000 compounds, 2% hits; in the data active = inhibition above about 30%; also: 0% is about no effect
# Target sequence (P14416 whole entry, looked up): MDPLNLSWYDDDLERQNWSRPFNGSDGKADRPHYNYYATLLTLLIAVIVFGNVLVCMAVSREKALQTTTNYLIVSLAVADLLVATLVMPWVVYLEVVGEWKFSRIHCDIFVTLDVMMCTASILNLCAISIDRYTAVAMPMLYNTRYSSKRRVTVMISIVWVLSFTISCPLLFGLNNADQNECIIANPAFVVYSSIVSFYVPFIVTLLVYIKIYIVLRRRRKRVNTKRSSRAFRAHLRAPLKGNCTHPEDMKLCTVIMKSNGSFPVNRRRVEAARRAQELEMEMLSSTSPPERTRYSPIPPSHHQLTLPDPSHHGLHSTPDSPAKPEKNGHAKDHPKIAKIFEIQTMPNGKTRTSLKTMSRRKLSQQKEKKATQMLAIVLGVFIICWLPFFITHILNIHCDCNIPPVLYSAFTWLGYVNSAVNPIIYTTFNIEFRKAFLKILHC
#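 HEK293 T-REx D2 cells, tet-induced, calcium dye no-wash. Cpd pintool add, 180 s kinetic, then EC80 DA, 180 s kinetic. Ca flux read.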
# Pin1 inh: inhibitors of human Pin1; Pin1 FP peptide displacement, HiFluor488, 10 min; Potency, µM (series often up to 115 µM), for the others: at the top dose activity, negative = inhibition, hits mostly inhibitors; 390,000 compounds, 0.009% hits; AID 504891; active = well fitted inhibition curve with a large enough effect in the polarisation, with a control signal flat, not every such curve was filed as active; inconclusive = small, poorly fitted or top-dose-only effect, or effect the other way, or a change in a side signal; inactive = no such curve, though single readings can be large or run the other way; the % refers to the polarisation; also: potency is read from the fitted curve at half-maximal effect; % is scaled to controls: 0 for no effect and ±100 for the full control effect
# Target sequence (Q13526 whole entry, looked up): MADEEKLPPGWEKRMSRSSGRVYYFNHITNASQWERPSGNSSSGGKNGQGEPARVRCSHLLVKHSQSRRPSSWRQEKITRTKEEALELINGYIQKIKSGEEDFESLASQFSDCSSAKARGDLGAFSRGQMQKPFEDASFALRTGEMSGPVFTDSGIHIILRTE
# TRHR PAM: TRH receptor (human) allosteric enhancement. enhancement, % at 2 µM. TRHR cells, fluo-8 calcium fluorescence, EC20 TRH enhancement. 360,000 compounds, 0.66% hits; in the data active = enhancement above about 30%; also: 0% is about no effect
#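 Enhancer read-out: after compound pinning and an initial kinetic agonist-mode read, an EC20 of TRH (10 nM final) was injected and fluo-8 calcium signal (Ex 480/Em 530) followed at 1 s/cycle for 100 cycles in TRHR-expressing cells.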
# D2 agonist: D2 dopamine receptor (human) agonism; P14416; HEK293 T-REx D2 cells, calcium flux agonist mode; activation, % at 2 µM; 340,000 compounds, 0.53% hits; AID 485358;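 active = activation over 3 SD above normal in the single-dose calcium agonist read, cut at about 30% in these data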; also: 0% is about no effect
#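 Tetracycline-induced HEK293 T-REx cells with force-coupled D2 receptor, plated overnight at 30 C, loaded with no-wash calcium dye. After a 10 s baseline, compound was pin-added and calcium flux read kinetically for 180 s; calcium rises flagged agonists.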
# Numbers without * were called inactive; ? = inconclusive; / = no result given; [ ] = dose if it differs, or a comment. Unless noted, calls follow the shape of the dose curve; as a rule, active = well fitted inhibition curve with a large enough effect; inconclusive = small, poorly fitted or top-dose-only effect; inactive = no such curve, though single readings can be large or run the other way. Some of the compounds tested; the hit share may differ from the screen's.
SMILES,rTrxR1 inhibitor,TRHR ag,USP1 inh,IDH1 R132H inh,TrxR1 substrate,D2 antag,Pin1 inh,TRHR PAM,D2 agonist
COc1ccccc1NC(=O)CSc1nnc(-c2cccc(Cl)c2)o1,36%,-1.3,-8%,/,2%,/,5%,4,/
CCn1ncc(Br)c1C(=O)Nc1ccc(F)c([N+](=O)[O-])c1,4%,-0.2,-13%,10%,-1%,2,-4%,1,-0.9
Fc1cccc(Oc2nc3ccccc3n3cccc23)c1,26%[57.1 µM],0.7,0%,7%,13%[57.1 µM],-10,11%,8,0.4
CCOc1ccc(C2C=C(c3ccccc3)Nc3nnnn32)cc1 (configuration not stated),13%[57.1 µM],1.6,-19%,0%,15%[57.1 µM],-19,?,-5,1.6
COc1ccc(NC(=O)/C=C/c2cc(OC)c(OC)c(OC)c2)cn1,17%,-0.1,-8%,8%,-18%[57.1 µM],5,-1%,-3,0.1
Cc1nnc(Oc2ccccc2F)c2ccccc12,8%,-0.3,-12%,3%,9%,15,29%,-2,0.1
CN(C)C(=O)CSc1nnc(-c2cnccn2)n1C,13%,0.4,-14%,-1%,3%,-10,?,-6,-0.3
O=C1NC(=O)C(Nc2cccc3ccccc23)S1 (configuration not stated),11%,0.1,-3%,-2%,7%,6,0%,-4,-1.0
CCOC(=O)c1ccc(NC(=O)c2c(NCc3cccs3)sc3c2CCCCC3)cc1,?,0.4,?,-22%,-8%[57.1 µM],/,?,1,-0.2
CCNC(=S)N(CCc1c(C)[nH]c2ccc(C)cc12)Cc1cccnc1,19%[57.1 µM],0.1,-9%,1%,11%[57.1 µM],3,1%,-1,0.2
CCc1ccc(NS(=O)(=O)c2ccc3[nH]cc(C(=O)NCc4ccc(C)cc4)c(=O)c3c2)cc1,-8%,1.6,-20%,-3%,-12%,/,?,5,-0.4
O=C(CSc1nc2nc(-c3cccs3)cc(C(F)(F)F)c2c(=O)[nH]1)NCc1ccco1,?,-0.3,-14%,0%,113%[activator],-39,-10%,2,-0.4
O=C(CS(=O)(=O)c1ccccc1)NCc1ccco1,-42%,0.5,-9%,8%,-2%[57.1 µM],-14,-13%,-2,0.4
FC(F)(F)c1ccc(N2CCN(c3ncnc4c3nnn4Cc3ccccc3Cl)CC2)cc1,6%,0.3,-25%,-2%,6%,/,1%,0,/
Cc1cc(C)cc(NC(=O)C(c2ccccc2)N2CCN(CC(=O)NC3CC3)CC2)c1 (configuration not stated),-4%,-0.3,-3%,5%,-10%,-21,-2%,-3,0.1
CN1C(=O)CC(N2CCN(C(c3ccccc3)c3ccccc3)CC2)C1=O (configuration not stated),-6%,-0.5,-20%,7%,1%,5,-6%,6,0.3
O=C(COC(=O)C1CCN(S(=O)(=O)c2c(Cl)cccc2Cl)CC1)NCc1ccco1,?,-0.7,-13%,10%,0%,-8,-13%,-2,1.6
CCOC(=O)c1cc(NC(=O)Nc2ccc(Br)cc2)c(C)nc1C,-2%,1.2,-19%,0%,-4%,-4,1%,-4,0.8
CCOCc1cc(=O)[nH]c(SC)n1,12%[57.1 µM],0.7,7%,4%,5%[57.1 µM],30*,3%,11,-0.6
Cc1ccc2nc(-c3ccncc3)c(NC3CCCCC3)n2c1,12%[57.1 µM],-0.9,-9%,2%,7%[57.1 µM],13,-3%,3,1.3
CCCCN1C(=O)c2ccc(C(=O)OCC(=O)NCCc3ccc(S(N)(=O)=O)cc3)cc2C1=O,15%[57.1 µM],/,-8%,9%,7%[57.1 µM],/,0%,/,/
COc1ccc(N2C(=O)CC(n3c(CCCCO)nc4ccccc43)C2=O)cc1 (configuration not stated),?,0.2,0%,-2%,15%[57.1 µM],1,11%,-4,-0.5
CN1C2CCC1CC(N(CCc1ccccc1)C(=O)c1ccc(Cl)cc1)C2 (configuration not stated),11%,2.1,-16%,20%,7%,-6,0%,15,1.1
Cc1cnc(NC(=O)[C@H](C)N2C(=O)C3CCCCC3C2=O)s1 (some centres not stated),17%[57.1 µM],1.7,-11%,5%,10%[57.1 µM],-14,3%,7,0.2
Cc1ccc(CN2CCc3c(OCc4ccc(F)cc4)cccc3C2=O)cc1,1%,3.6,-19%,9%,-6%,-9,37%[activator],-3,3.5
O=C(CN1C(=O)CSC1=O)Nc1ccc(C(=O)O)cc1,-3%,0.5,-27%,-1%,-6%,-4,0%,2,0.1
CCCCn1c(N)c(Sc2ccc([N+](=O)[O-])cc2)c(=O)[nH]c1=O,10%,0.7,-5%,-3%,-5%,15,-2%,-5,-3.0
COc1ccc(COn2nnc3ccc(S(=O)(=O)N4CCOCC4)cc32)cc1F,-48%[57.1 µM],-0.3,-15%,6%,17%[57.1 µM],-6,0%,11,0.5
O=C1C=C(c2ccoc2)N2CCC[C@H]2C1,6%[57.1 µM],/,-11%,-5%,-6%,/,-3%,/,/
CS(=O)(=O)N1N=C(c2cccs2)CC1c1ccccc1F (configuration not stated),10%,1.2,-18%,-5%,1%,-6,-4%,10,1.6
Cn1nc(C(=O)NNC(=O)c2ccccc2Br)c2ccccc2c1=O,10%,1.0,-13%,-3%,0%,/,10%,3,/
COc1ccc(N(CC(=O)Nc2cc(OC)ccc2OC)S(=O)(=O)c2c(C)noc2C)cc1,0%,-0.6,-20%,6%,-1%,5,-6%,-8,-0.3
N=c1n(CCO)c2ccccc2n1CCN1CCCCC1,7%[57.1 µM],0.0,-13%,-3%,4%[57.1 µM],-17,-5%,1,-0.1
Cc1ccc(NC(=O)COc2ccccc2C(=O)NCCc2ccccc2)cc1,25%,0.0,-23%,-5%,-3%,/,?,-3,/
CN(C)C(=O)CSc1nnc(-c2ccc(F)cc2)c2ccccc12,6%,-1.5,-25%,-5%,0%,-20,1%,-3,-0.6
O=C1NCCN(CC2CCN(CCC3CCCC3)CC2)C1=O,3%,/,-10%,4%,1%,/,-10%,/,/
O=C(NCc1ccco1)/C(=C/c1ccc(Br)cc1)NC(=O)c1ccco1,1%,-0.4,-11%,-7%,0%,9,1%,-6,-0.6
Cc1cccc(C(=O)OC2CCOC2=O)c1C (configuration not stated),-6%,0.3,-5%,-5%,-8%,3,1%,-6,-0.5
COc1ccccc1Nc1ncccc1C(=O)NCc1ccccc1,18%,-1.1,-9%,7%,4%,/,?,0,/
CCN(CC)c1ccc(/C=N/NC(=O)c2cccc(S(=O)(=O)N3CCOCC3)c2)cc1,-9%,0.3,-15%,10%,-9%,-4,?,-1,0.5
CC(C)=Cc1c(O)nc2ccccn2c1=O,20%[57.1 µM],0.5,-10%,0%,4%[57.1 µM],13,-12%,-14,1.3
C=CCC(C)(NCc1ccccc1)c1ccco1 (configuration not stated),21%[57.1 µM],-0.3,-4%,4%,24%[57.1 µM],0,-3%,5,0.2
CC(=O)c1ccc(N2CCN(S(=O)(=O)c3cn(C)cn3)CC2)cc1,9%,-0.1,-8%,24%,-7%,0,-10%,5,-0.1
COc1ccccc1NS(=O)(=O)c1cc(NC(=S)Nc2cc(C)cc(C)c2)ccc1Cl,-24%,-0.5,-22%,2%,-10%,-11,-4%,4,-1.3
CN(C(=O)c1ccccc1Br)C1CCS(=O)(=O)C1 (configuration not stated),1%[57.1 µM],-0.1,-4%,5%,1%[57.1 µM],12,3%,11,0.4

# Reprinted from the part before: four compounds, followed by the next part.
SMILES,rTrxR1 inhibitor,TRHR ag,USP1 inh,IDH1 R132H inh,TrxR1 substrate,D2 antag,Pin1 inh,TRHR PAM,D2 agonist
C=CCC(C)(NCc1ccccc1)c1ccco1 (configuration not stated),21%[57.1 µM],-0.3,-4%,4%,24%[57.1 µM],0,-3%,5,0.2
CC(=O)c1ccc(N2CCN(S(=O)(=O)c3cn(C)cn3)CC2)cc1,9%,-0.1,-8%,24%,-7%,0,-10%,5,-0.1
COc1ccccc1NS(=O)(=O)c1cc(NC(=S)Nc2cc(C)cc(C)c2)ccc1Cl,-24%,-0.5,-22%,2%,-10%,-11,-4%,4,-1.3
CN(C(=O)c1ccccc1Br)C1CCS(=O)(=O)C1 (configuration not stated),1%[57.1 µM],-0.1,-4%,5%,1%[57.1 µM],12,3%,11,0.4
CC(=O)NC1(C(F)(F)F)C(=O)Nc2c1c(=O)[nH]c(=O)n2Cc1ccco1 (configuration not stated),8%[57.1 µM],-0.4,-13%,-1%,8%[57.1 µM],-14,0%,5,0.1
Cc1ccc([C@@H]2CC=C(C(=O)O)[C@H](c3ccccc3F)N2S(=O)(=O)c2ccccc2C)cc1,18%,/,-26%,11%,4%,/,-1%,/,/
CCOC(=O)N1CCC(NC(=O)c2ccccc2C(=O)O)CC1,19%,0.6,-11%,-8%,4%,-6,0%,10,0.4
C=CC[C@H](CC(=O)N(CCO)Cc1ccccc1)C(=O)N[C@H](COC(=O)[C@@H](CC=C)CC(=O)OC(C)(C)C)Cc1ccccc1,-7%[57.1 µM],/,-17%,2%,-17%[57.1 µM],/,?,/,/
CCC(=O)n1nc(-c2ccc(Cl)cc2)nc1NCc1ccccc1,33%,0.5,-16%,7%,3%,/,-2%,4,/
Cc1ccc(NC(=O)CCC(=O)N/N=C/c2cccs2)cc1C,-1%,-0.5,-11%,5%,-8%,-5,15%,-1,1.7
O=C(CCN1C(=O)/C(=C/c2ccccc2)SC1=S)N[C@@H](CO)Cc1ccccc1,-3%,-0.3,-16%,1%,-12%,-7,8%,1,2.9
O=C(CN1C(=O)NC2(CCOc3ccccc32)C1=O)NCCc1ccccc1 (configuration not stated),9%,/,-2%,-1%,2%,/,-1%,/,/
COc1cc2c(cc1OC)CN(C(=S)Nc1ccc(C)cc1C)CC2,-2%,-0.5,-16%,0%,7%,-4,-9%,2,-1.0
CCOc1ccccc1N(C)C(=O)Cn1ncc2c([nH]c3ccccc32)c1=O,27%,-0.7,-18%,-7%,1%,-5,-10%,-1,0.5

# D2 antag: hit marks shown above
mol | rTrxR1 inhibitor | TRHR ag | USP1 inh | TrxR1 substrate | D2 antag | Pin1 inh | TRHR PAM
CCOCc1cc(=O)[nH]c(SC)n1 | 12%[57.1 µM] | 0.7 | 7% | 5%[57.1 µM] | 30* | 3% | 11

# Screens as filed in PubChem.
